Autophagy mod = autophagy modulation, high-content screen; MEF GFP-LC3 puncta imaging; test concentration mostly 10 µM; calls only at 10 µM (by protocol); 190,000 compounds, 0.98% hits;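 active = percentage of spot-positive cells more than 3 SD above its plate mean, without a fluorescence outlier flag or 80% toxicity; inconclusive = no clear call, values can overlap the other calls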;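 also: spot-positive cell cutoff set from DMSO-treated cells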
bCat nuc transl = alters nuclear translocation of beta-catenin in HeLa cells; AID 1665; nuclear translocation activity, % at 5 µM; immunofluorescence imaging; 190,000 compounds, 0.3% hits;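 active = nuclear translocation activity above 50% at 5 µM, with a well cell count of 50 or more; inconclusive = wells under 50 cells across six images, flagged as toxic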;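 also: per-cell ratio of nuclear to cytoplasmic median beta-catenin stain intensity; plate controls were DMSO negative control for no effect and GSK-3 inhibitor IX positive control for full effect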
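Test system: human HeLa cells, endogenous beta-catenin. Times: 24 h compound exposure, 37°C. Measured by: beta-catenin immunofluorescence imaging with DAPI.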
MT stabilize HCS = stabilizes microtubules in HeLa cells; HeLa tubulin immunostaining HCS, 24 h; share of cells brighter than vehicle mean+2SD; 200,000 compounds, 0.83% hits; % tubulin-high responders, % at 10 µM;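 active = plate Z-score above 3 for both tubulin-high and condensed-nucleus cell shares, with cell loss under 80%, at 10 µM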;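 also: anti alpha tubulin signal scored within the nucleus-defined area of each cell; some results filed as inactive read as strong as hits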
M17LAP inhibition = P. falciparum M17LAP inhibitors, primary screen, biochemical, fluorogenic H-Leu-NHMec substrate, 1536-well (AID 1619); recombinant M17LAP, H-Leu-NHMec fluorogenic kinetic assay; higher % means a stronger effect; inhibition, % at 30 µM; hits with a dose series show IC50 in µM; 220,000 compounds, 0.38% hits;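 active = compound inhibiting the enzyme by more than half at any dose during confirmatory dose-response retesting; inconclusive = strong single-dose inhibitors picked by rank but not retested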;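 also: plate controls were full reaction with DMSO carrier for no effect and no enzyme background for full effect; strong numbers were not always called active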
Insulin prom up = MIN6 insulin promoter up-regulation; 190,000 compounds, 0.3% hits; MIN6 insulin promoter-GFP reporter, high-content imaging; active compounds read high; z-score at 5 µM;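 active = z-score above 3 at 5 µM with at least 500 cells counted in the well; inconclusive = wells under 500 cells, flagged as cytotoxic or low count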
Dynein cargo inh = dynein cargo transport inhibition; 3617.4 mouse cells, GR-EGFP nuclear translocation imaging; test concentration mostly 20 µM; stimulated with dexamethasone, 1 µM; active compounds read low; 220,000 compounds, 0.47% hits; z-score, hits read low;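 active = plate z-score of nuclear minus cytoplasmic receptor signal below a set negative limit, without overly bright fluorescence or cell loss, cut at about -3.5 in these data, passing the limit was not always enough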;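 also: z-score of nuclear minus cytoplasmic ring GR-EGFP intensity difference per well; some compounds called inactive have numbers as strong as hits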
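Buffer or medium – tet-free medium with charcoal-stripped serum · Signal – automated 10x imaging of fixed Hoechst-stained cells · Also added – dexamethasone agonist, 1.0 µM final, for 30 min · Incubation – induction 48 h, compound 1 h, agonist 30 min · Read-out – GR-EGFP nuclear translocation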
Yfh1-off respiration = mitochondrial function rescue without frataxin homolog – Friedreich's ataxia, plus single-dose screen, dose response (AID 1465). 220,000 compounds, 0.074% hits. S. cerevisiae Yfh1-off respiration, WST-1 reduction, 72 h; higher fold induction means a stronger effect. one-dose fold induction at 50 µM; EC50 in µM for titrated hits;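 active = fold induction of absorbance versus untreated yeast above a set limit, then at least 30% activation at any dose in follow-up; inconclusive = repeats straddling the limit, or above it without dose testing; inactive = fold induction below the set limit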;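 also: activators that raise dye reduction in frataxin-depleted yeast; strong numbers were not always called active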
NOD1 NF-kB reporter = NOD1 signaling inhibitors, primary screen, cell-based, luminescence, uHTS (AID 1578); NOD1-driven NF-kB luciferase reporter cells, luminescence; higher % means a stronger effect; inhibition, % at 4 µM, or EC50 in µM where a hit was titrated; 290,000 compounds, 1% hits; in the data active = inhibition mostly above about 36%, no sharp cut-off; inactive = mostly below about 34%;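 also: HEK-293T reporter cells stimulated with the NOD1 agonist gamma-tri-DAP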
HEK293 NOD2/NF-kB = NOD2 signaling inhibitors, cell-based, luminescence, uHTS, HEK293 (AID 1566); HEK293 NOD2/NF-kB luciferase reporter, luminescence; higher % means a stronger effect; 290,000 compounds, 0.63% hits; one-dose inhibition, % at 4 µM; EC50 in µM for titrated hits; in the data active = inhibition above about 50%; also: many of its hits are not listed in these tables
Dynein cargo inh cytoplasmic EGFP = also measured in Dynein cargo inh; calls as there; z-score; measured here: cytoplasmic GR-EGFP intensity; active compounds read high
Dynein cargo inh nuclear GR-EGFP = second read-out of Dynein cargo inh, no call of its own (marks repeat the call); z-score; measured here: nuclear GR-EGFP intensity;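 lower value marks the stronger effect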
Dynein cargo inh cell count = second read-out of Dynein cargo inh, no call of its own (marks repeat the call); z-score; measured here: cell count per field
Insulin prom up cell count = also measured in Insulin prom up; calls as there; cell count; measured here: cytotoxicity, nuclei count;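 total cells summed across four imaged fields per well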
bCat nuc transl cell count 5 µM = recorded beside bCat nuc transl, whose call it bears; cell count; measured here: cell count, cytotoxicity flag
MT stabilize HCS Hoechst-high % = also measured in MT stabilize HCS; calls as there; % Hoechst-high responders; measured here: nuclear condensation Hoechst responders;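 share of cells brighter than vehicle mean plus two SD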
MT stabilize HCS cytotoxicity % = recorded beside MT stabilize HCS, whose call it bears; toxicity, %; measured here: cytotoxicity by cell density;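 0% = mean cell density of plate MIN control wells and 100% = no cells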
Autophagy mod cell loss 18 h = second read-out of Autophagy mod, no call of its own (marks repeat the call); toxicity, %; measured here: cell loss, nuclei count;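 cell loss after 18 h compound exposure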
An asterisk follows results filed as active; i = inactive; ? = inconclusive; / = no result given.

SMILES	Dynein cargo inh	HEK293 NOD2/NF-kB	NOD1 NF-kB reporter	bCat nuc transl cell count 5 µM	Yfh1-off respiration	Dynein cargo inh cell count	bCat nuc transl	Insulin prom up	M17LAP inhibition	Autophagy mod	Dynein cargo inh nuclear GR-EGFP	MT stabilize HCS Hoechst-high %	Insulin prom up cell count	MT stabilize HCS	Dynein cargo inh cytoplasmic EGFP	MT stabilize HCS cytotoxicity %	Autophagy mod cell loss 18 h
Cn1c(=O)n(-c2cccc(Cl)c2)c(=O)n1C	-0.51	12.4%	-24.7%	/	i	0.9	/	-0.87	-0.5%	i	-0.253	1.8	1347	3.4	-0.264	2.2	-13.6
O=C(Nc1ccc(-c2cn3ccsc3n2)cc1)C1CC1	-0.576	-82.3%	-97.7%	1423	i	0.43	3.2	-0.13	-4.7%	i	-0.223	2.4	1587	2.2	-0.173	7.0	49.4
Cc1nnsc1NC(=O)OCc1ccc(Cl)cc1Cl	-1.4	27.5%	30.5%	1422	i	1.09	-0.1	-0.03	-1.4%	i	-0.634	1.2	1440	1.5	-0.158	9.1	3.5
COc1ccc2[nH]c(C)c(CCN3C(=O)C4CC=CCC4C3=O)c2c1 (stereo not given)	-0.795	0.1%	-5.7%	/	i	0.183	/	-0.54	-4.9%	i	-0.297	3.2	922	2.5	-0.0272	4.0	-2.7
O=C(CNC(=O)c1ccc(Cl)cc1Cl)Nc1ccc(F)cc1	0.158	9.4%	7.9%	1354	i	-0.0409	0.3	0.27	-8.7%	/	0.281	/	943	/	-0.767	/	/
COc1ccc(CNC(=O)/C(C#N)=C2\N=C(NC(=O)c3cccs3)c3ccccc32)cc1	0.37	8.5%	-29.8%	1084	i	-0.172	-2.2	0.01	-11.5%	i	0.727	2.9	1418	3.7	-0.205	8.5	22.1
CCC(=O)Nc1ccc(Cl)c(NC(=O)c2ccc(Br)o2)c1	-1.24	17.2%	-14.4%	/	i	-0.557	/	0.69	-6.5%	i	-0.771	1.8	1359	3.1	-0.199	4.5	0.5
COc1cccc(CC2(CO)CCCN(C/C=C/c3ccccc3OC)C2)c1 (stereo not given)	-0.255	-18.0%	18.8%	973	i	0.549	-0.3	-0.59	-5.4%	i	-0.304	2.4	1443	3.3	-0.15	4.8	1.4
CCOc1ccc2oc(-c3ccccc3)c(C(=O)O)c2c1	-0.233	4.8%	-20.4%	/	i	0.273	/	-0.04	-30.5%	i	-0.319	3.0	1391	3.6	-0.267	4.1	-2.7
CCCOc1ccc(C(=O)NNC(=S)NC(=O)c2cc(-c3ccccc3)nc3ccccc23)cc1	-0.398	26.6%	14.0%	/	?	0.00156	/	/	12.3%	i	-0.788	1.4	/	3.8	-0.14	5.7	0.1
Cc1nc2c(C(=O)NCc3ccccc3)c[nH]n2c(=O)c1Cl	-0.734	16.8%	0.0%	1350	i	0.54	2.8	-0.31	-154.6%	i	-0.325	1.3	1612	1.3	-0.178	2.6	-10.2
O=C(COc1ccc(Cl)cc1)NCCSCc1ccccc1Cl	-0.387	11.4%	-4.7%	1092	i	0.764	-1.5	0.05	-6.0%	i	0.0115	1.4	1384	3.8	-0.112	4.2	14.6
CCOC(=O)N1CCC2(CC1)C(C(=O)C13CC4CC(CC(C4)C1)C3)C2(C#N)C#N (stereo not given)	-2.37	-1.9%	20.4%	1203	i	0.396	3.5	0.36	1.3%	i	-1.27	2.1	1192	5.4	0.525	3.7	2.9
CC(C)NC(=S)N1CCN(Cc2ccc3c(c2)OCO3)CC1	-0.676	-13.9%	-10.8%	1473	i	0.985	1.1	/	17.1%	i	-0.364	1.5	/	5.1	-0.205	10.2	7.7
Cc1cc(=O)oc(C)c1C(=O)N1CCN(C)CC1	-0.528	21.9%	-7.1%	1107	i	1.33	-0.8	-0.46	-2.4%	i	-0.214	3.7	1290	3.4	-0.174	8.4	-8.8
O=C(c1ccccc1)c1cnc[nH]1	0.165	16.1%	-3.2%	1378	i	-0.571	0.4	0.54	13.8%	/	0.512	/	1117	/	-0.175	/	/
Cc1cccc(NC(=O)Cn2nnc3sc4c(c3c2=O)CC(C)(C)OC4)c1	0.811	5.1%	-5.6%	1372	i	-1.27	-0.2	0.1	-3.4%	/	0.516	/	1094	/	-0.197	/	/
Cc1ccc(C(=O)N/N=C\c2ccc(Br)o2)o1	0.0688	-12.9%	-32.5%	1379	i	0.239	-1.7	-0.67	-0.8%	i	0.573	2.3	1500	2.9	-0.224	3.2	-3.4
CCOC(=O)N1CCN(c2c(NCCCN(CC)Cc3ccccc3)c(=O)c2=O)CC1	-0.229	8.0%	9.6%	890	i	-0.106	-0.4	0.17	-4.2%	i	0.149	2.9	1092	5.0	-0.224	6.9	11.0
CCn1c(C)cc2c(c1=O)C(c1ccncc1)C(C#N)=C(N)O2 (stereo not given)	-0.162	-0.3%	2.2%	999	i	0.174	0.4	/	4.2%	i	0.221	3.2	/	3.0	-0.207	13.6	8.5
Cc1c(Cl)cccc1NC(=S)N(Cc1cccs1)C1CCCC1	-1.13	9.3%	-3.8%	1058	i	0.941	-3.4	0.49	-1.8%	i	-0.134	3.7	1207	1.6	0.147	10.9	8.8
O=c1c2ccccc2ncn1-c1ccccc1F	1.66	-13.7%	-24.4%	1042	i	-0.948	-1.2	/	-7.7%	i	1.48	2.2	/	3.5	-0.28	2.0	-10.0
C=CCNc1oc(Cc2cccc3ccccc23)nc1C#N	-0.827	14.4%	50.3%	1131	i	0.163	0.7	-0.04	6.7%	i	-0.334	2.3	840	5.4	-0.156	1.2	7.4
CCc1ccc(/C=C2/SC(=S)N(CC(=O)Nc3nc4ccccc4s3)C2=O)cc1	2.49	-35.0%	24.0%	1290	i	-1.84	0.0	-0.09	-3.6%	i	1.7	1.2	1638	2.4	-0.116	0.1	-4.5
Cc1nn2c(COc3ccc(NC(=O)c4ccccc4Cl)cc3)nnc2c2ccccc12	0.283	-18.8%	25.1%	927	i	-0.838	-0.8	-0.19	-4.9%	i	0.476	63.1*	1167	17.5*	-0.24	29.7*	1.7
O=C(Nc1ccc(F)cc1F)Nc1csc2ccccc12	0.741	-34.6%	4.7%	1290	i	0.0931	-0.1	0.06	-0.7%	/	0.344	/	1049	/	-0.222	/	/
CCCCCCNC(=O)CC(NS(=O)(=O)c1ccc(OC)cc1)C(C)C (stereo not given)	0.716	-1.1%	-29.3%	557	i	-0.273	-1.3	-0.19	-3.2%	i	0.909	1.1	1210	7.5	-0.156	8.6	9.3
O=C(N/N=C/c1ccc(N2CCOCC2)o1)c1cccc([N+](=O)[O-])c1	0.221	9.7%	-15.6%	/	i	-0.231	/	0.46	9.3%	i	-0.263	1.8	1087	5.4	-0.26	0.9	-0.4
COc1cc(CNn2c(C)n[nH]c2=S)cc(Cl)c1OCc1ccc(F)cc1	-0.0819	31.6%	28.7%	1172	i	0.225	-5.2	/	-4.6%	i	-0.000663	1.6	/	2.5	-0.431	7.5	-6.9
CC12COC3(C(=O)Nc4ccc(Cl)cn4)CC1CCC32C (stereo not given)	-0.654	2.7%	-34.6%	1081	i	0.72	0.0	0.02	0.4%	i	-0.984	0.8	1776	1.8	-0.244	3.1	-3.1
CC(C)CCSc1cc(NCCO)c([N+](=O)[O-])c2nonc12	-3.06	16.3%	-14.5%	1071	i	0.686	-0.8	-0.37	-18.1%	i	-2.27	2.0	1065	2.8	0.388	6.6	1.9
O=C(/C=C/c1ccco1)NC1CCCC1	-0.958	12.5%	-21.1%	1062	i	0.384	-2.3	0.27	-6.0%	i	-0.587	1.6	1368	1.6	-0.21	6.2	-6.7
c1ccc(COc2ccc(CNCc3cccs3)cc2)cc1	-0.718	-15.7%	9.5%	1234	i	0.802	2.5	-0.72	0.6%	i	0.266	1.5	1358	3.6	-0.18	1.1	13.4
CCCn1c(SCC(=O)NCc2ccc(Cl)cc2)n[nH]c1=O	-0.049	1.5%	-12.6%	931	i	0.812	1.6	-0.44	0.2%	i	-0.0574	1.2	1575	5.9	-0.31	5.4	-3.1
O=C(N/N=C/c1c[nH]c2ccccc12)c1cccs1	0.782	-65.1%	2.9%	1144	i	-0.275	-0.9	-0.14	4.7%	/	-0.0343	/	1304	/	-0.266	/	/
COc1ccc(-n2c(Cc3cccn3C)nnc2SCC(=O)N2CCOCC2)cc1	0.752	-10.1%	-3.5%	1113	i	-0.141	-1.9	0.62	2.6%	i	0.561	2.0	1455	2.5	-0.0718	2.7	-3.8
CCN(CC)c1nc(C(N)=O)cc(-c2ccccc2)n1	-0.272	-36.1%	-0.3%	1441	i	0.286	3.2	1.21	-9.5%	i	-0.27	1.7	1526	2.1	-0.207	5.0	0.8
CCCCOC(=O)Nc1ccc(N2CCCCC2)cc1	-0.716	-130.5%	-90.2%	1280	i	-0.0319	-2.2	0.63	9.5%	i	-0.369	2.0	959	1.8	-0.191	1.8	-5.0
O=C(NCC1(N2CCCCC2)CCCCC1)c1ccc(S(=O)(=O)N2CCCC2)cc1	0.526	-8.1%	-8.3%	1316	i	-0.131	-0.5	-0.36	-2.6%	/	0.331	/	1123	/	-0.225	/	/
Cc1cc(C(=O)Nc2ccccc2C(=O)O)ccc1NC(=O)COc1cccc([N+](=O)[O-])c1	-0.153	10.4%	-24.1%	1040	i	0.608	-0.7	0.44	37.8%	i	0.0397	2.4	1482	2.3	-0.348	7.9	-6.7
CC(=O)Nc1cc(C(=O)N2CCOCC2)ccc1S(=O)(=O)c1ccc(C)cc1	-0.704	7.6%	6.6%	1331	i	0.233	0.9	-0.57	-3.6%	i	-0.645	2.3	1728	4.1	0.155	10.9	12.3

An excerpt (hit frequency here may not be typical).
